From PubChem BioAssay
DAGLB inhibitor = DAGLB lipase inhibitors, primary screen, biochemical, fluorescence, HTS. Diacylglycerol lipase-beta (Homo sapiens), Q8NCG7. HEK293T DAGLB membrane lysate, EnzChek fluorogenic substrate. inhibition, % at 5.17 µM. 340,000 compounds, 0.059% hits. AID 504411, 2011; in the data active = inhibition above about 34%;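 also: 0% = enzyme with vehicle and 100% = wells lacking enzyme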
CAL PDZ FP-1 = CAL PDZ peptide-binding inhibitors, primary screen, biochemical, fluorescence polarization, Cer-tagged CAL PDZ, HTS; purified CAL PDZ, TMR-peptide fluorescence polarization, 1 h; inhibition, % at 20 µM; 330,000 compounds, 0.02% hits; AID 504414, 2011;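 active = highest replicate inhibition of at least 40%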;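 also: plate controls were DMSO neutral control wells for no effect and unlabeled competitor peptide control wells for full effect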
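System: tagged CAL PDZ domain. Schedule: 1 h room-temperature incubation prior to read. Signal: fluorescence polarization (mP). Measure: percent inhibition from loss of millipolarization.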
C-LANA FP = inhibitors of KSHV C-LANA binding to DNA, primary screen, biochemical, fluorescence polarization, FAM-LBS DNA, MBP-C-LANA, single point | inhibition, % at 9 µM | 340,000 compounds, 0.078% hits | AID 504423, 2011;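 active = highest replicate inhibition at or above 60% at 9 µM, even if other replicates fall short; inactive = all replicates below 60% inhibition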;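 also: 0% = neutral control wells and 100% = 4 µM acridine orange control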
V-ATPase pH = regulators of yeast V-ATPase proton pumping, primary screen, pHLuorin cytosolic pH fluorescence; AID 504577, 2011; 350,000 compounds, 0.37% hits; S. cerevisiae; response, % at 10 µM; in the data active = response mostly above about 7.3%, no sharp cut-off; inactive = mostly below about 5.4%; also: actives read high; inactives centre near 0; some compounds called inactive have numbers as strong as hits; reference of the scale not given here
NSD2 inh = NSD2 histone methyltransferase inhibitors, primary screen, biochemical, AlphaScreen, single concentration, set 2; Histone-lysine N-methyltransferase NSD2 (Homo sapiens), O96028; NSD2 peptide methylation, 120 min; inhibition, % at 12.5 µM; 310,000 compounds, 0.54% hits; AID 743445, 2014; in the data active = inhibition above about 50%
Target sequence (O96028 whole entry, looked up): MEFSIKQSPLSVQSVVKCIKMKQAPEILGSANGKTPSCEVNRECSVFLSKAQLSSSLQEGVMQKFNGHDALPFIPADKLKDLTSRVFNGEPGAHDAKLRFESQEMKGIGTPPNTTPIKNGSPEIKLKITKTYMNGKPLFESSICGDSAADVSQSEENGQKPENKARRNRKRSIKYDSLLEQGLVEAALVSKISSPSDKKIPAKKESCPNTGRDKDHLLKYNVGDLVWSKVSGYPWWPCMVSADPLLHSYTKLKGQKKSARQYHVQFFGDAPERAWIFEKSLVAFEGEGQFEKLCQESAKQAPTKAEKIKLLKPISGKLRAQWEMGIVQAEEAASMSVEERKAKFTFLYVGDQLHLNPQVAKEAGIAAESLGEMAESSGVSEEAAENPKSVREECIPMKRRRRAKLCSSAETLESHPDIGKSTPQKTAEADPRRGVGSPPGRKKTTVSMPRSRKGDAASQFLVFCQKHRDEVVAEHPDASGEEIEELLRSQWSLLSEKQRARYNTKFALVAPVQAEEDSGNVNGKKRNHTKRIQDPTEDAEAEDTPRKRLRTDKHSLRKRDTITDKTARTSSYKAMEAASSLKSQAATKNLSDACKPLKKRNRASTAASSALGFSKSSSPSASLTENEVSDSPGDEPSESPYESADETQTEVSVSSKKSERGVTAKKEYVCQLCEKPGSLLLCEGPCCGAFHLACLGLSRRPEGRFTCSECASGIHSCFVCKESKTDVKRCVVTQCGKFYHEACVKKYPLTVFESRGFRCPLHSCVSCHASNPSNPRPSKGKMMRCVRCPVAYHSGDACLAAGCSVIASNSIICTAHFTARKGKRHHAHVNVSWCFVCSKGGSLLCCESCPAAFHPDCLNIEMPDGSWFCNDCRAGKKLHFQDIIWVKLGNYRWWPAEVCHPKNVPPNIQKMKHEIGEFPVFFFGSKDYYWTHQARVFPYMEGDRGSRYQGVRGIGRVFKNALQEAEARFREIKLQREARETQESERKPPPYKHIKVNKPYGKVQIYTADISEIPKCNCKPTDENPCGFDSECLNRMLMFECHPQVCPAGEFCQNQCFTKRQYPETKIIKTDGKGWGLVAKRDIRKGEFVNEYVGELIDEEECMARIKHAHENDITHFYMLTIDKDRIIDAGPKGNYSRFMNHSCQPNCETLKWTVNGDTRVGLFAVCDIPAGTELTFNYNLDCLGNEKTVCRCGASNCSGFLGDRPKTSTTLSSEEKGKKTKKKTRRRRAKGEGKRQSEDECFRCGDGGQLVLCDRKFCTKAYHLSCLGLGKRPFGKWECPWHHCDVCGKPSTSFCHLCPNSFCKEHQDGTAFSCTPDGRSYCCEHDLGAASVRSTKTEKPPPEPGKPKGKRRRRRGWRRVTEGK
DSG3 Ab inh = inhibitors of pemphigus antibody binding to DSG3, primary screen, biochemical, bead-based, flow cytometry, scFv-GFP. DSG3-coupled beads, scFv-anti-DSG3-GFP binding; hits give low values. 310,000 compounds, 0.48% hits. binding (percent of control), % at 10 µM. AID 588358, 2011. Desmoglein-3 (Homo sapiens), P32926;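 active = binding more than 3 SD below its plate's average and above zero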;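 also: hits lower antibody fragment binding to DSG3; some compounds called inactive have numbers as strong as hits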
Keap1-Nrf2 PPI = Keap1-Nrf2 protein-protein interaction inhibitors, primary screen, biochemical, fluorescence polarization, single point. AID 504523, 2011. 340,000 compounds, 0.15% hits. inhibition, % at 9.4 µM. Keap1 Kelch-Nrf2 peptide fluorescence polarization, 1536-well. Kelch-like ECH-associated protein 1 (Homo sapiens), Q14145; in the data active = inhibition above about 12%;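 also: human Keap1 Kelch domain with fluorescein labeled Nrf2 9mer peptide probe; 0% = neutral control wells and 100% = peptide positive control; higher means more block of Keap1 binding to Nrf2 peptide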
Arr AP2 block = inhibitors of beta-arrestin/AP2 binding, primary screen, biochemical, GPCR trafficking, flow cytometry; inhibition, % at 10 µM; AID 504490, 2011; 340,000 compounds, 0.31% hits; FITC-arrestin peptide / GST-AP2 beads; AP2 beta2 appendage carries R879A mutation;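 active = inhibition above a set limit, near 3 SD of compounds lacking own fluorescence, cut at about 54% in these data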;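 also: plate controls were DMSO wells for no effect and 5 µM unlabelled arrestin peptide for full effect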
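Test system: GST-tagged AP2 beta2-adaptin appendage (R879A) on 4 µm glutathione beads; also added: fluorescein-tagged arrestin peptide at 50 nM final; timing: 12 min plus 1 h, RT; signal: flow cytometry, FL1 (488/535 nm); read-out: percent drop in bead-associated FITC signal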
RTF Ca sens inh = cardiac RTF calcium sensitivity inhibitors, primary screen, biochemical, IANBD-TnC fluorescence, EC70 calcium | Troponin I, cardiac muscle (Homo sapiens) + Troponin T, cardiac muscle (Homo sapiens) + … | 340,000 compounds, 0.12% hits | IANBD-labeled cardiac RTF, Ca2+ fluorescence | inhibition, % at 7.15 µM;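 active = inhibition above the mean inhibition of all tested compounds plus 3 SD, cut at about 17% in these data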;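 also: assay run at fixed EC70 calcium of 1.6 mM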
CAL PDZ FP-2 = untagged CAL PDZ binding inhibitors, primary screen, biochemical, fluorescence polarization, HTS; Golgi-associated PDZ and coiled-coil motif-containing protein (Homo sapiens), Q9HD26; purified CAL PDZ, TMR-peptide fluorescence polarization, 1 h; inhibition, % at 24.9 µM; 300,000 compounds, 0.92% hits; AID 602252, 2012;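 active = mean inhibition of at least 30% with at least half of replicates also reaching 30%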;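 also: 0% = DMSO neutral control and 100% = excess unlabeled competitor peptide PRC23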
The depositor's hits bear a star; i = inactive; . = no result given. This is a subset; rates above refer to the full screens.

SMILES	DAGLB inhibitor	CAL PDZ FP-1	C-LANA FP	V-ATPase pH	NSD2 inh	DSG3 Ab inh	Keap1-Nrf2 PPI	Arr AP2 block	RTF Ca sens inh	CAL PDZ FP-2
Cc1nc([N+](=O)[O-])c(N2CCOCC2)n1Cc1ccccc1	.	-0.9	1.0	0	-5	97	-3	28	.	0
COCCNc1nc(SCC(=O)N2CCN(c3ccccc3)CC2)nc2ccccc12	1	-0.3	-1.4	-2	-1	105	-4	1	3	-1
C=CCOC(=O)C1=C(C)NC(=O)NC1c1cc2c(cc1Br)OCO2 (stereo not given)	1	-1.3	1.0	2	-1	132	1	-9	-6	-6
COc1ccccc1NS(=O)(=O)c1ccc(C)c(C(N)=O)c1	0	-1.3	2.1	1	-5	97	2	6	12	-2
O=C1c2cccc3c(O)ccc(c23)C(=O)N1Cc1ccccc1	-276	0.9	92*	-8	-5	124	7	-19	i	-3
c1cc(CNCCN2CCNCC2)ccn1	0	0.1	1.3	1	-2	58*	-4	10	3	-3
N#CCCN(Cc1cccnc1)C(=O)c1sc2cc(F)ccc2c1Cl	-2	-1.3	1.2	1	19	98	-9	-5	-4	-3
C/C(=N\NC(=O)c1ccccc1F)c1ccccn1	4	0.0	-1.3	-2	17	.	2	-2	-1	-9
O=C(Nc1ccncc1)c1ccc([N+](=O)[O-])cc1Cl	-1	-0.6	1.1	-2	-4	108	-4	4	0	-4
COc1ccccc1-c1nnc(SCC(=O)Nc2oc(C)c3c(C)n[nH]c(=O)c23)n1C	0	0.1	-0.7	-3	0	102	-5	2	-2	-3
Cc1noc(C)c1C(=O)Nc1nccs1	-1	-0.9	0.1	5	-3	108	-1	5	14	-6
O=C1NC(=Nc2ccc3ccccc3c2)S/C1=C/c1ccco1	11	-0.8	0.2	1	-1	98	4	-13	-11	.
CC1CCN(S(=O)(=O)c2ccc(C(=O)Nc3nnc(C4CC4)o3)cc2)CC1	3	-2.4	2.5	2	0	.	2	-15	1	-1
COc1ccc([C@H]2[C@H](C(=O)C(C)(C)C)N3N=Cc4ccccc4C3[C@]23N=C(c2ccccc2)OC3=O)cc1OC (stereo not given in full)	1	-0.6	0.3	0	.	97	-5	3	-8	1
O=C(CCc1nnc(CCCCc2ccccc2)o1)NCc1cccc(F)c1	-3	-1.7	0.2	-1	-8	92	-3	18	-2	1
Nc1nc(N)nc(-c2ccccn2)n1	-2	.	0.3	-3	3	108	1	-1	-10	-1
COc1cccc(-c2nc(N)nc(SC)c2C#N)c1	-2	-0.1	0.3	1	-2	117	-1	20	0	-1
O=C(O)COc1ccc(/C=C/C(=O)c2ccc3ccccc3c2)cc1	6	-3.8	-0.8	-3	88*	102	-2	13	14	-9
CC(C)c1ccc2oc(=O)cc(CN3CCCCC3)c2c1	-7	0.6	-6.4	3	-2	105	1	15	-11	1
COc1cccc(CC2(CO)CCCN(Cc3[nH]c4ccc(C)cc4c3C)C2)c1 (stereo not given)	1	0.6	-0.5	1	6	109	0	-15	2	-1
Cc1ccc2nc(SCC(=O)NCCc3ccccc3)nc(=O)n2c1	-1	-1.6	0.7	-4	-1	104	2	31	-4	-1
Cc1cccc(C)c1NC(=O)COC(=O)c1ccc2[nH]c3c(c2c1)CCCC3	3	-2.7	-3.5	1	1	88	-2	6	-2	14
CSCC(=O)NC1CCCN(C2Cc3ccccc3C2)C1 (stereo not given)	0	-0.6	0.7	-1	19	97	4	-16	1	-2
COc1cc(/C=N/NC(N)=S)ccc1OC(=O)c1ccc(C)cc1	-1	-0.7	-0.2	-3	-2	.	-4	0	-7	.
Cc1cccc(N(CC(O)CN2CCOCC2)S(=O)(=O)c2ccccc2)c1 (stereo not given)	-1	-2.2	0.0	0	1	98	0	-7	-3	0

(next part)
SMILES	DAGLB inhibitor	CAL PDZ FP-1	C-LANA FP	V-ATPase pH	NSD2 inh	DSG3 Ab inh	Keap1-Nrf2 PPI	Arr AP2 block	RTF Ca sens inh	CAL PDZ FP-2
CCc1ccc(N(CC(=O)NC)S(C)(=O)=O)cc1	1	-1.3	0.1	-1	.	97	0	0	-9	0
Cc1ccc(S(=O)(=O)NCCc2nc3ccccc3[nH]2)cc1	0	0.0	-1.4	1	-3	.	2	-16	6	.
Cc1ccc2oc(=O)c3cc(C(=O)NCCCN4C(C)CCCC4C)sc3c2c1 (stereo not given)	-1	-4.4	-0.2	0	0	121	-3	-5	2	0
COc1ccc(-c2cc(C(=O)Nc3cc(C)nn3-c3ccccc3)no2)cc1OC	-2	0.0	0.0	-2	-1	90	1	0	4	-5
CN(Cc1ccccc1)C(=O)c1[nH]cnc1C(=O)N[C@@H](Cc1ccccc1)C(=O)OC(C)(C)C	0	0.1	0.5	-3	.	103	4	8	-6	-3
COc1ccc(-c2nnc(SCC#N)o2)cc1	2	-0.5	1.3	-2	3	.	2	16	-12	2
CCCCc1cc2ccccc2c(OCCN(C)C)n1	-1	-1.4	0.0	0	13	.	-3	-4	-4	-3
CCN(CC)CCN(C(=O)c1c(F)cccc1F)c1nc2cc(C)cc(C)c2s1	-9	0.2	0.9	0	0	102	-5	4	-10	-4
Cc1ccc(/C(COc2ccccc2O)=N\O)cc1	-2	-2.6	-0.7	.	3	86	-3	57*	2	-2
CCn1c(C)nc2cc(C(=O)NNC(=S)Nc3ccc(Cl)cc3Cl)ccc21	5	-0.2	0.1	-1	.	105	-6	39	0	-4
CCOC(=O)Cc1csc(NC(=O)CSc2nc(-c3ccccc3)c(C#N)c(=O)[nH]2)n1	6	-4.5	0.3	1	1	105	3	6	-5	-1
Cc1cc(C)cc(N2CC34C=CC(O3)C(C(=O)OCC(=O)NCc3ccco3)C4C2=O)c1 (stereo not given)	-3	-2.2	-0.9	-6	-6	.	-1	12	1	-1
COc1ccc(NC2c3ccccc3C(=O)N2c2ccccn2)cc1 (stereo not given)	1	-0.2	-1.2	-55	6	89	-5	38	2	5
CCN1CCN(c2nc3c(c(=O)[nH]c(=O)n3C)n2CCCc2ccccc2)CC1	2	-2.2	0.5	1	0	102	-7	9	3	-2
COc1ccc(NC(=O)c2ccc(NS(=O)(=O)c3c(C)noc3C)cc2)cc1OC	-2	0.4	-0.6	-2	1	104	-8	4	4	-3
Oc1ccc(/C=N/Nc2cc(N3CCOCC3)nc(N3CCOCC3)n2)cc1O	1	-1.1	0.9	-2	106*	124	-4	-6	-9	2
O=C(O)c1ccc(N2CCS(=O)(=O)CC2)cc1	1	-1.0	-0.1	-2	-1	92	0	-5	-2	4
CCOC(=O)C1CCCN(Cc2cccc(Oc3ccccc3)c2)C1 (stereo not given)	-8	-0.3	1.9	4	-5	120	-8	3	-16	-4
COc1ccc(O)c(/C=C(\C#N)C(=O)Nc2ccccn2)c1	-2	-1.1	-0.9	-4	-3	89	-4	35	4	-5
OC(COc1ccc2c(c1)OCO2)CN1CCN(c2ccccc2)CC1 (stereo not given)	-2	-2.6	-0.8	3	2	104	-1	.	3	0
Cc1ccc(C)c(/C(O)=C2/C(=O)C(=O)N(CCN3CCOCC3)C2c2ccc(C)o2)c1 (stereo not given)	-5	0.7	0.1	3	3	98	0	1	-1	.
O=C(Cc1cccs1)NNC(=O)c1ccccc1Cl	-1	1.1	0.9	-2	4	.	1	4	-8	0
CCNc1nc(NC(C)C)nc(Oc2ccc(OCCOc3ccccc3)nn2)n1	-2	-2.6	0.4	-2	2	106	-1	13	-6	-5
CCOC(=O)CCc1c(C)nc2c(c(C)nn2C(C)(C)C)c1C	-11	0.0	1.0	0	.	95	-2	-23	-4	-2
COc1cc(C(=O)NNC(=O)c2nn(C)c(=O)c3ccccc23)cc(OC)c1OC	-2	-0.9	-1.4	3	-2	114	-2	10	7	-2

The results go on.
SMILES	DAGLB inhibitor	CAL PDZ FP-1	C-LANA FP	V-ATPase pH	NSD2 inh	DSG3 Ab inh	Keap1-Nrf2 PPI	Arr AP2 block	RTF Ca sens inh	CAL PDZ FP-2
Cn1c(=O)c2c(nc(Br)n2C/C=N/NC(N)=S)n(C)c1=O	.	.	.	4	-1	105	.	41	.	.
O=C(c1ccc2snnc2c1)N1CCOCC1	-1	-2.4	0.4	0	-2	104	-5	2	1	-2
Cc1ccc(C(=O)CSc2nc(O)cc(=O)[nH]2)cc1C	1	0.2	-9.7	-2	1	95	3	24	-9	4
COc1ccc2nnc(-c3ccccc3)n2n1	3	-0.5	0.7	1	-2	.	7	-9	-1	1
O=c1[nH]n(-c2cccc3cccnc23)c(=O)c2ccccc12	-3	-1.3	-1.0	-3	2	.	-1	21	-6	-1
CCOC(=O)Cc1csc(NS(=O)(=O)c2ccc(Cl)cc2)n1	4	-1.4	-0.4	-4	1	94	-2	-8	-15	0
O=[N+]([O-])c1ccc(S(=O)(=O)N/N=C/c2cccs2)cc1	2	0.5	2.3	6	3	.	5	11	11	-3
CC(C)Oc1ccc(/C=N/NC(N)=S)cc1	0	0.7	1.6	-1	-3	104	-1	-3	-5	-4
O=c1cc(CSc2nnc(COc3ccccc3Cl)o2)nc2sccn12	-1	-2.8	-0.5	-3	1	97	-6	3	5	-1
CC(=O)N1CCc2cc(S(=O)(=O)CCC(=O)NCCc3ccc(Cl)cc3)ccc21	0	-0.7	0.2	-1	6	100	1	-4	-3	.
O=c1cn[nH]c2ccc(Br)cc12	1	-1.5	0.6	-2	0	92	-2	13	-7	-3
CCOC(=O)c1cc(-c2ccccc2)sc1NC(=O)CN1C(=O)NC(CC)(c2ccc(F)cc2)C1=O (stereo not given)	-2	-2.9	-0.6	3	4	.	-5	-2	-7	0

Pulled by compound from the list above, 4 records:
SMILES	DAGLB inhibitor	CAL PDZ FP-1	C-LANA FP	V-ATPase pH	NSD2 inh	DSG3 Ab inh	Keap1-Nrf2 PPI	Arr AP2 block	RTF Ca sens inh	CAL PDZ FP-2
Cn1c(=O)c2c(nc(Br)n2C/C=N/NC(N)=S)n(C)c1=O	.	.	.	4	-1	105	.	41	.	.
O=c1[nH]n(-c2cccc3cccnc23)c(=O)c2ccccc12	-3	-1.3	-1.0	-3	2	.	-1	21	-6	-1
O=C(c1ccc2snnc2c1)N1CCOCC1	-1	-2.4	0.4	0	-2	104	-5	2	1	-2
COc1ccc2nnc(-c3ccccc3)n2n1	3	-0.5	0.7	1	-2	.	7	-9	-1	1
